Assay outcomes: PubChem BioAssay, several laboratories
dFosB activator: activators of delta FosB homodimer, primary screen, biochemical, fluorescence polarization, TAMRA-CDK5 oligo, single point. hit rate 0.99% among 340,000. purified delta FosB; percent of positive-control signal above neutral wells. Protein FosB (Mus musculus), P13346. AID 493131, 2011. activation, % at 25 µM;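 active = mean activation above about 17%, with every replicate also reaching it, limit read from the data, passing the limit was not always enough; inconclusive = only one of the two conditions met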;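 also: fluorescence polarization rise as delta FosB binds a TAMRA Cdk5 AP-1 oligo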
Target sequence (P13346 whole entry, looked up): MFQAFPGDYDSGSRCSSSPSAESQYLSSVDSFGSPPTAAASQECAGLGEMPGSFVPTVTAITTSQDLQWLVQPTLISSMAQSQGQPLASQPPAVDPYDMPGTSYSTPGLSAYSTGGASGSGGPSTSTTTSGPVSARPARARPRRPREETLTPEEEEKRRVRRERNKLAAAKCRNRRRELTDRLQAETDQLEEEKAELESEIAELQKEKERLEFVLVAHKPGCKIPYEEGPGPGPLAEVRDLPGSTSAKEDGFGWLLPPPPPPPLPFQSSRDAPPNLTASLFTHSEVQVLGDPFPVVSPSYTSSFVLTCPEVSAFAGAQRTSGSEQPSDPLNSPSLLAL
PvdQ inh: P. aeruginosa PvdQ acylase inhibitors, primary screen, biochemical, fluorescence, plate reader and imaging, single point; inhibition, % at 10 µM; AID 488965, 2010; hit rate 0.063% among 340,000; purified PvdQ acylase; PvdQ acylase [Pseudomonas aeruginosa LESB58]; in the data active = inhibition above about 30%, passing the limit was not always enough; inconclusive = no clear call, values can overlap the other calls;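 also: 0% = vehicle neutral wells and 100% = reference inhibitor wells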
V-ATPase pH: regulators of yeast V-ATPase proton pumping, primary screen, pHLuorin cytosolic pH fluorescence; S. cerevisiae; response, % at 10 µM; hit rate 0.37% among 350,000; in the data active = response mostly above about 7.3%, no sharp cut-off; inactive = mostly below about 5.4%; also: actives read high; inactives centre near 0; some compounds called inactive have numbers as strong as hits; reference of the scale not given here
SR-BI DiI inh: inhibitors of SR-BI mediated HDL lipid uptake, primary screen, ldlA[mSR-BI] cells, fluorescence, single point; Scavenger receptor class B member 1 (Mus musculus), Q61009; ldlA[mSR-BI] CHO cells, DiI-HDL uptake fluorescence, 3 h; inhibition, % at 12.5 µM; hit rate 0.96% among 320,000; AID 488896, 2010;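 active = mean replicate inhibition of at least 70% and a set share of replicates each scoring 70 or more; inconclusive = meets just one of the two criteria; inactive = fails both criteria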;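 also: 0% = median of neutral control wells and 100% = median of positive control wells; values of inactives mirror those of a sister screen read the other way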
MITF act: activators of MITF-driven TRPM1 promoter reporter, primary screen, cell-based, SK-MEL-5, luciferase, single point. SK-MEL-5 TRPM1-promoter luciferase, 24 h; % of positive control, neutral wells = 0. activation, % at 12.5 µM. hit rate 0.75% among 300,000. AID 588334, 2011;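 active = mean activation of at least 80% with every replicate also reaching 80%; inconclusive = mean reaches 80% but some replicate falls short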;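 also: 0% = neutral control wells and 100% = parthenolide positive control wells; values of inactives mirror those of a sister screen read the other way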
Wnt bcat act: Wnt/beta-catenin pathway activators, primary screen, cell-based, plate reader, single point; activation, % at 9.35 µM; hit rate 1.2% among 300,000; Wnt/beta-catenin reporter cell assay, activator; in the data active = activation above about 30%, passing the limit was not always enough; inconclusive = no clear call, values can overlap the other calls;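 also: 0% = neutral control wells and 100% = positive control wells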
NSD2 inh: NSD2 histone methyltransferase inhibitors, primary screen, biochemical, AlphaScreen, single concentration, set 2; NSD2 peptide methylation, 120 min; inhibition, % at 12.5 µM; hit rate 0.54% among 310,000; AID 743445, 2014; in the data active = inhibition above about 50%
HTR5A ag ctr: HTR5A agonists in luminescence cell assay, primary screen, counter-screen for OPRM1-OPRD1 heterodimer agonist project, full-deck HTS | cell-based | activation, % at 9.3 µM | hit rate 0.61% among 340,000 | 5-hydroxytryptamine receptor 5A (Homo sapiens), P47898 | AID 504692, 2011; in the data active = activation mostly above about 9.5%, no sharp cut-off; inactive = mostly below about 7.6%;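 also: 0% = cells with vehicle only and 100% = reference agonist; strong numbers were not always called active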
HTR5A inv ctr: HTR5A inverse agonists in luminescence cell assay, primary screen, counter-screen for OPRM1-OPRD1 heterodimer inverse agonist project, full-deck HTS. 5-hydroxytryptamine receptor 5A (Homo sapiens), P47898. HTR5A cell line, inverse agonism. inhibition, % at 9.3 µM. hit rate 0.083% among 340,000; in the data active = inhibition mostly above about 23%, no sharp cut-off; inactive = mostly below about 18%;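 also: 0% = cells with DMSO and 100% = no-cell wells with DMSO; some compounds called inactive have numbers as strong as hits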
CDK5 inh: inhibitors of human CDK5/p35 kinase, primary screen, biochemical, single concentration; Recombinant CDK5/p35, ADP-Glo luminescence, 60 min; inhibition, % at 10 µM; AID 488839, 2010; hit rate 0.01% among 330,000;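 active = highest replicate inhibition of at least 50% and at least 75% of replicates reaching 50%; inconclusive = only one of the two criteria met; inactive = both criteria failed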;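 also: plate controls were DMSO neutral control for no effect and GW8510 at 10 µM for full effect; many of its hits are not listed in these tables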
Target sequence (Q00535 whole entry, looked up): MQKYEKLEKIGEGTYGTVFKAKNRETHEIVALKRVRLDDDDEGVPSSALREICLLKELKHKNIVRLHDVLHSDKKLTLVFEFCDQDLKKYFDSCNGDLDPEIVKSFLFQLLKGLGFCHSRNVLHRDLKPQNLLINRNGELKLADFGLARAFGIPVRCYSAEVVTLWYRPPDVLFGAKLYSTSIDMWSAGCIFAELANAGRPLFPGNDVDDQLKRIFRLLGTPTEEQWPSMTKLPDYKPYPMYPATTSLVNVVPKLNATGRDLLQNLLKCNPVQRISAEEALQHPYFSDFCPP
Target sequence (Q15078 whole entry, looked up): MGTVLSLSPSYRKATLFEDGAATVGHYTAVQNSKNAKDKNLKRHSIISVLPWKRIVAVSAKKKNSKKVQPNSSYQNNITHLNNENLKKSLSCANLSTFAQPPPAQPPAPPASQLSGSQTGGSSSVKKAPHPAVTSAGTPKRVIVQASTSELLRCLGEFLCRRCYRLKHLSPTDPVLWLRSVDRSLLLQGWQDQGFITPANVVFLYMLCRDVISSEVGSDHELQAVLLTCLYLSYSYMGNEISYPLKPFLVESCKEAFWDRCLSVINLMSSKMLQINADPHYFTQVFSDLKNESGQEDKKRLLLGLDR
Active calls of the source: *; ? = inconclusive; nt = no result given. An unsorted share of the library. Share with any hit: about 5%.

SMILES	dFosB activator	PvdQ inh	V-ATPase pH	SR-BI DiI inh	MITF act	Wnt bcat act	NSD2 inh	HTR5A ag ctr	HTR5A inv ctr	CDK5 inh
O=C(Cc1ccccc1)N[C@H](c1ccccc1)P(=O)(O)CO	-7	-12	5	-24	2	nt	2	-2	8	-1.6
Cc1cccc(/C=N/NC(=O)c2ccc(NC(=O)c3cccc(Cl)c3)cc2)n1	8	5	-2	nt	-11	1	23	-5	14	-0.8
O=c1cc(C(F)(F)F)nc(-c2ccccc2OC(F)(F)F)[nH]1	0	-17	-7	-12	-1	-2	-1	-2	-4	0.2
O=S(=O)(/C=C/c1ccccc1)N1CCNCC1	-10	-5	-1	nt	0	-3	-1	-2	6	-1.9
Cc1ccccc1OCC(O)CN1CCN(CC(O)COc2ccccc2C)C(C)C1 (stereo not drawn)	-18	-9	-1	6	4	1	3	-1	4	-0.4
Cc1cc(NC(=O)CCC(=O)N(c2ccccc2)C(C(=O)NC2CCCC2)c2ccccc2)no1 (stereo not drawn)	-3	-11	4	-8	-3	-2	nt	-4	1	1.1
CCn1c(SCC(=O)c2ccccc2)nnc1-c1cccnc1	-5	-9	1	-21	-6	14	-3	-2	4	2.0
CCN=C1S/C(=C/c2ccc(-c3ccc(Cl)cc3C(=O)O)o2)C(=O)N1CC	-5	-2	2	8	-5	-1	-3	1	-2	0.7
COc1cc(C(=O)Nc2ccc3c(c2)OCCO3)ccc1OC(C)C	-2	3	-3	50	75	nt	-1	-3	8	0.4
COc1cccc(NC(=O)CCSc2ccc3ccccc3n2)c1	-6	3	-2	-27	-14	nt	-2	1	1	-0.3
Cn1c(-c2ccc(F)cc2)cnc1NCc1cc2c(cc1[N+](=O)[O-])OCO2	-2	-1	4	13	-7	4	8	1	-2	1.2
Cc1cc(C)c(S(=O)(=O)c2cccc(Cl)c2)c(=O)[nH]1	-9	-10	3	-14	2	0	-2	0	1	0.1
CCc1nnc(NC(=O)CCNC(=O)c2ccco2)s1	1	9	-2	nt	1	-2	0	5	-13	-0.4
Cc1nonc1C1CCCN1Cc1cn[nH]c1-c1ccc(-c2ccccc2)cc1 (stereo not drawn)	-16	-11	-4	nt	23	6	-9	-1	19	-0.4
COc1ccc(C)cc1NC(=O)COC(=O)c1ccc(OCc2ccc(Cl)cc2Cl)c(OC)c1	4	-4	1	-28	0	-1	0	2	7	0.5
CCCOc1cc(C)c(S(=O)(=O)N2CCN(C)CC2)cc1C	-4	-13	0	2	-6	nt	nt	-3	-14	-2.1
COc1ccc(CC(NC(C)=O)C(=O)NC2CCN(C(=O)C3CCCCC3)CC2)c(OC)c1 (stereo not drawn)	-5	-5	-77	-13	15	-4	2	0	1	-1.6
O=S(=O)(Nc1cccc2c1CCCC2)c1ccc(Cl)cc1	-7	-2	-3	nt	8	nt	-3	-2	7	-1.7
CC1(C)SC(=S)N(/N=C/c2ccc(O)cc2)C1N(O)C(=O)Nc1ccc([N+](=O)[O-])cc1 (stereo not drawn)	-2	-51	-1	63	-2	nt	-1	1	7	-1.2
Cc1cc(C(=O)CSc2cccc[n+]2[O-])c(C)n1-c1ccccc1	-10	-13	-1	-6	-9	-2	1	-1	2	-0.7

10 of the compounds above, with two lines to a compound:
Results follow in this order: dFosB activator | PvdQ inh | V-ATPase pH | SR-BI DiI inh | MITF act | Wnt bcat act | NSD2 inh | HTR5A ag ctr | HTR5A inv ctr | CDK5 inh
> O=C(Cc1ccccc1)N[C@H](c1ccccc1)P(=O)(O)CO
    -7 | -12 | 5 | -24 | 2 | nt | 2 | -2 | 8 | -1.6
> Cc1cccc(/C=N/NC(=O)c2ccc(NC(=O)c3cccc(Cl)c3)cc2)n1
    8 | 5 | -2 | nt | -11 | 1 | 23 | -5 | 14 | -0.8
> O=c1cc(C(F)(F)F)nc(-c2ccccc2OC(F)(F)F)[nH]1
    0 | -17 | -7 | -12 | -1 | -2 | -1 | -2 | -4 | 0.2
> O=S(=O)(/C=C/c1ccccc1)N1CCNCC1
    -10 | -5 | -1 | nt | 0 | -3 | -1 | -2 | 6 | -1.9
> Cc1ccccc1OCC(O)CN1CCN(CC(O)COc2ccccc2C)C(C)C1 (stereo not drawn)
    -18 | -9 | -1 | 6 | 4 | 1 | 3 | -1 | 4 | -0.4
> Cc1cc(NC(=O)CCC(=O)N(c2ccccc2)C(C(=O)NC2CCCC2)c2ccccc2)no1 (stereo not drawn)
    -3 | -11 | 4 | -8 | -3 | -2 | nt | -4 | 1 | 1.1
> CCn1c(SCC(=O)c2ccccc2)nnc1-c1cccnc1
    -5 | -9 | 1 | -21 | -6 | 14 | -3 | -2 | 4 | 2.0
> CCN=C1S/C(=C/c2ccc(-c3ccc(Cl)cc3C(=O)O)o2)C(=O)N1CC
    -5 | -2 | 2 | 8 | -5 | -1 | -3 | 1 | -2 | 0.7
> COc1cc(C(=O)Nc2ccc3c(c2)OCCO3)ccc1OC(C)C
    -2 | 3 | -3 | 50 | 75 | nt | -1 | -3 | 8 | 0.4
> COc1cccc(NC(=O)CCSc2ccc3ccccc3n2)c1
    -6 | 3 | -2 | -27 | -14 | nt | -2 | 1 | 1 | -0.3

Additional structures:
SMILES	dFosB activator	PvdQ inh	V-ATPase pH	SR-BI DiI inh	MITF act	Wnt bcat act	NSD2 inh	HTR5A ag ctr	HTR5A inv ctr	CDK5 inh
COc1ccc(OC)c(NC(=O)c2oc3ccccc3c2NC(=O)C2CC2)c1	-10	8	5	5	-9	-1	0	-2	4	-1.3
COc1cc(C(=O)Nc2ccc(C(N)=O)cc2)c([N+](=O)[O-])cc1OC	-1	-4	-2	18	4	-6	-2	5	16	0.3
COc1cccc(NC(=O)c2cccc(C(=O)Nc3cccc(OC)c3)c2)c1	-5	-15	-2	-7	nt	0	4	-2	9	-0.1
CC(=O)c1ccccc1NC(=O)C1CC(=O)N(c2ccc3c(c2)OCCO3)C1 (stereo not drawn)	-7	3	0	-14	10	-3	-1	-10	25	-2.3
COc1ccc(/C=C/c2cc(C(=O)O)c3ccccc3n2)cc1	4	1	0	6	-45	17	-2	-3	9	0.5
COc1ccccc1CNC(=O)C1CC(c2cccc([N+](=O)[O-])c2)=NO1 (stereo not drawn)	-3	1	4	13	-3	-2	nt	4	0	-0.1
O=C(N/N=C/c1ccc(OC(=O)c2ccccc2Cl)cc1)c1ccc(O)cc1	-21	5	-7	44	3	-1	0	5	4	-0.3
Cc1ccc(SC/C(O)=C(\C#N)c2nc3ccccc3s2)cc1	-4	6	-1	-2	-6	nt	0	-6	1	0.7
Cc1c(C)n(CCC#N)c2ccc(Cl)cc12	9	-11	0	12	-16	nt	3	-1	-16	nt
COc1cc(NC(=O)c2ccc(Cl)cc2)c2ncccc2c1	1	-11	2	36	-17	-1	0	-3	12	1.5
O=C(COc1ccc2c(c1)OCO2)Nc1ccc(Cl)cn1	8	-12	1	-8	84*	18	-3	0	12	-0.9
Cc1c(C(=O)N2CCOCC2)[nH]c2c1C(=O)CC(c1ccc(Cl)cc1)C2 (stereo not drawn)	-10	-15	1	-13	5	nt	1	1	5	0.9
NCCCCCc1nnc(SCC(=O)Nc2cccc(Cl)c2)o1	-7	3	5	-1	-9	nt	5	10	-47	0.5
O=C(CNC(=O)c1cccs1)OCC(=O)c1ccc(Br)cc1	-3	17	0	-20	-3	-1	-2	2	-7	0.1
Cc1cccc(N2CCN(C(C)C(=O)N3CCc4ccccc43)CC2)c1C (stereo not drawn)	-3	-7	1	nt	-4	1	1	8	-20	-0.7
Cc1nc2ccc(NC(=O)c3ccco3)cc2s1	-6	-16	-3	-17	91*	?	0	-6	16	0.6
CC1CCCC(C)N1C(=O)COC(=O)c1cc(Br)ccc1Cl (stereo not drawn)	-13	-5	2	nt	-17	-2	-5	-8	-14	0.2
CCc1ccc(N(C(=O)c2csnn2)C(C(=O)NC2CCCC2)c2cccnc2)cc1 (stereo not drawn)	-6	2	-3	nt	6	-2	-2	6	-18	-1.2
CC(NC(=O)c1ccc(=O)oc1)c1ccccc1 (stereo not drawn)	4	6	-1	1	1	2	-2	-2	5	2.3
Cc1ccc(C)c(N2CCN(C(=O)Cc3cn(C)c4ccccc34)CC2)c1	-16	4	-4	22	nt	-7	4	-1	-9	0.1
Cc1cccc(C(=O)NCC2CCN(C(=O)c3cccc(C)c3)CC2)c1	-10	-16	0	-6	-15	-4	-2	1	-11	0.2
COc1cc(/C=C(\C#N)c2nc3c(s2)CC(C)CC3)ccc1O (stereo not drawn)	-12	10	-1	40	27	nt	15	-2	-2	-0.6
Cc1ccc(Oc2ccc(NC(=O)CSc3n[nH]c(N)n3)cc2)cc1	3	17	-3	19	8	1	-1	4	-3	5.9
CCC(C)(C)n1nnnc1CN(Cc1cccs1)Cc1cc2cc(OC)ccc2[nH]c1=O	-24	-8	nt	8	-8	-5	-10	7	-8	0.5
N#Cc1cc([N+](=O)[O-])ccc1NC(=O)COC(=O)c1cnccn1	1	-11	-2	6	-5	-2	0	-2	7	-3.7
CCN(CC)C(=O)CSc1nnc(-c2cccs2)n1Cc1ccco1	1	-2	-4	-23	-13	nt	0	6	-6	-1.4
O=C(CCn1nc(-c2ccccc2)ccc1=O)N1CCCC1	-12	13	-11	-23	2	3	-2	3	5	0.7
COc1cccc(N2CCN(Cc3nnnn3C3CCCCC3)CC2)c1	-9	-19	3	-4	1	-1	-3	4	-8	-1.2
O=c1oc2cc(O)ccc2c2c1CCCC2	-5	-1	-7	10	nt	nt	-1	2	-5	2.2
CC(=O)N/C(=N\c1nc(C)cc(C)n1)Nc1ccccc1Cl	6	8	1	-24	2	2	nt	1	-5	2.0
CCC(C)(C(=O)NC1CCCCC1)N(CC1CCCO1)C(=O)CNC(=O)c1ccccc1 (stereo not drawn)	1	-2	0	16	nt	-1	0	4	-12	-0.3
Cc1cc(N2CCOCC2)nc2cc(O)ccc12	-6	2	3	-2	51	?	nt	-5	14	1.6
COc1ccc(NS(=O)(=O)c2ccc3c(c2)NC(=O)CCS3)cc1Cl	-1	-11	-2	-15	2	-2	-2	-1	4	-4.1
COc1cccc(-c2nn(-c3ccccc3)cc2/C=C\C(=O)c2cccs2)c1	8	-4	-1	68	18	nt	-3	-4	9	2.2
Cc1c(C)c2ccc(OCC(=O)Nc3ccccn3)c(C)c2oc1=O	-4	-2	-1	-10	-87	-11	nt	-5	20	17
